GLP-1R agonist: GLP-1 receptor (human) agonism | P43220 | Potency, µM (series often up to 45.6 µM), without a hit: at the highest dose activation, usual class: activators | 380,000 compounds, 0.007% hits | HEK293 GLP-1R CRE-luciferase, luminescence, 4-6 h; cells express a hypersensitive GLP-1R form; also: potency is read from the fitted curve at half-maximal effect; % of control where 0% means no effect
D3 ag: agonists of human D3 dopamine receptor; P35462; D3R DiscoveRx beta-arrestin cells, luminescence, 90 min; max activation, %; 410,000 compounds, 0.58% hits; in the data active = max activation above about 30%; also: 0% is about no effect; mostly tested at two doses, the higher about 12 µM
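Agonist mode: compounds and dopamine controls were applied to plated cells for 90 min at 37 degrees C after an overnight attachment at 1500 cells/well. Luminescent read-out followed 30 - 60 minutes at room temperature with DiscoveRx detection reagent.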
IL-2 act: activators of IL-2; IL-2 activation reporter assay, cell-based qHTS; stimulated with anti-CD3/CD4/CD28 beads; in transgenic mouse T cells; activation, % (series mostly up to about 46 µM); 360,000 compounds, 0.065% hits; AID 652025; in the data active = activation above about 50%; inconclusive = mostly about 30% to 49%; also: 0% is about no effect
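Readout is EGFP and DsRed signal by fluorescent plate cytometry after 18 h at 37 degrees C. Transgenic mouse T cells (750/well) received compound for 60 min before bead stimulation (anti-CD3, anti-CD4, anti-CD28); memory T cells served as non-tolerant control.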
PI5P4K alpha inh: inhibitors of human PI5P4K alpha | P48426 | PI5P4Kalpha enzyme, ADP-Glo luminescence, 60 min; active compounds read low | max response, % | 330,000 compounds, 1.2% hits | AID 652105; active = max response of -50% or lower; inconclusive = between -30% and -50%; inactive = -30% or higher; also: value at the top dose of about 77 µM; % is scaled to controls: 0 for no effect and ±100 for the full control effect
Target sequence (P48426 whole entry, looked up): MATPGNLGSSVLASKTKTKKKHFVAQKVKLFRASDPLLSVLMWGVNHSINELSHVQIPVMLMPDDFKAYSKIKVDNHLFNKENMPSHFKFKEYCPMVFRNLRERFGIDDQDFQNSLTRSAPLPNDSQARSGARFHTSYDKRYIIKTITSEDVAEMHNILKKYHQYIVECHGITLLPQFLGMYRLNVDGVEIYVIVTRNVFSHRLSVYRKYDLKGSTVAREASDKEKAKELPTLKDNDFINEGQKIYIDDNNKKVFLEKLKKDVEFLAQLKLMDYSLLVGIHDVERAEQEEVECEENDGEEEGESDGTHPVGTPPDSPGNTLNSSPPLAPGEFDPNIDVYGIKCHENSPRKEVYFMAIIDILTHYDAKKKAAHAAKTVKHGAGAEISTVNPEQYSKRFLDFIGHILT
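ADP-Glo luminescence end-point read after a 60 min room-temperature kinase reaction of PI5P4Kalpha plus substrate, initiated with ATP at 5 microM final. Buffer: 0.038 M HEPES pH 7.4, EGTA, 0.1% CHAPS, 5% DMSO.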
PLK1 PBD inh: blocks phosphopeptide binding to human PLK1 polo-box domain | 360,000 compounds, 2.8% hits | Potency, µM, inactives show max response, negative = inhibition, actives largely listed as inhibitors | P53350 | Plk1 PBD binding of FITC phosphopeptide, fluorescence polarization; also: potency is read from the fitted curve at half-maximal effect; series mostly up to about 57 µM; % is scaled to controls: 0 for no effect and ±100 for the full control effect; nearly all actives have a fitted effect of over 65% in size
Target sequence (P53350 whole entry, looked up, the tested form may be a part): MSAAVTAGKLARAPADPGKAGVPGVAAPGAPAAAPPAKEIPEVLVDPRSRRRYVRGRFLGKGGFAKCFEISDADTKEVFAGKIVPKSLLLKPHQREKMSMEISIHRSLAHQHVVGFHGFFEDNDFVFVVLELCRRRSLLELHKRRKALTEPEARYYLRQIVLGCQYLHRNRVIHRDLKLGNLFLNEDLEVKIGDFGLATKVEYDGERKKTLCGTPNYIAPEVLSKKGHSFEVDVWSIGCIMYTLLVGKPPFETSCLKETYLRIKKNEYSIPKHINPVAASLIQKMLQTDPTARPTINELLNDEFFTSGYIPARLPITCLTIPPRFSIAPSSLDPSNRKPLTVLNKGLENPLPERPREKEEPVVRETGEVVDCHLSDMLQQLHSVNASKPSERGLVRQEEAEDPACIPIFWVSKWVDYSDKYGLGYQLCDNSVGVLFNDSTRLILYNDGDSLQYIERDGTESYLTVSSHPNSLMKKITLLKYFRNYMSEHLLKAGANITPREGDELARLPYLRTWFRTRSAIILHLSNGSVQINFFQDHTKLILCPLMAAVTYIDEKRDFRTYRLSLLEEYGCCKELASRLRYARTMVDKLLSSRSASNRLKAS
WRN helicase inh: WRN helicase (human) inhibition | Q14191 | WRN helicase unwinding, fluorescent forked duplex, kinetic | Potency, µM (top dose mostly 114 µM), without a hit: top-dose activity change, negative = inhibition, hits mostly inhibitors | 360,000 compounds, 0.46% hits | AID 651768; also: potency is read from the fitted curve at half-maximal effect; % is scaled to controls: 0 for no effect and ±100 for the full control effect; nearly all actives have a fitted effect of over 55% in size
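Primary qHTS, 1536-well format. 20 nM WRN + compound, 15 min RT; start with 100 nM forked fluorophore/quencher duplex, 2 mM ATP (final); kinetic read ex 525/em 598 nm.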
GLP-1R inv ag: acts as inverse agonist at human GLP-1 receptor | P43220 | Potency, µM (highest dose often 38.3 µM), for the others: at the highest dose activity change, negative = inhibition, actives largely listed as inhibitors | AID 624417 | 410,000 compounds, 1.6% hits | HEK293 GLP-1R CRE-luciferase, luminescence, 24 h; GLP-1R form is constitutively active; also: potency is read from the fitted curve at half-maximal effect; % is scaled to controls: 0 for no effect and ±100 for the full control effect; nearly all actives have a fitted effect of over 55% in size
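qHTS in 1536-well format: reporter HEK293 cells expressing constitutive GLP-1R activity in DMEM + 10% Nu serum, 24 hr with compounds at 37 deg C, luminescence read after 12 min with detection reagent.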
DRD3 antagonist: blocks the human D3 dopamine receptor; P35462; D3R cells, DiscoveRx beta-arrestin luminescence, antagonist mode; active compounds read low; max response, negative = inhibition, %; 360,000 compounds, 2.5% hits; AID 652054; in the data active = max response below about -50%; inconclusive = no clear call, values can overlap the other calls; also: % is scaled to controls: 0 for no effect and ±100 for the full control effect; mostly tested at two doses, the higher about 12 µM
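Cells expressing the human receptor were seeded at 1500 cells/well, incubated overnight at 37 degrees C in 5% CO2, then exposed to library compounds with dopamine controls for 90 minutes at 37 degrees C before luminescent detection.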
GLP1R cytotox: cytotoxicity in counter-screen for GLP-1R inverse agonists; HEK293 cAMP-luciferase reporter cells, luminescence, 24 h; Potency, µM (doses to about 38.3 µM), for the others: top-dose activity change, negative = inhibition, hits mostly inhibitors; 410,000 compounds, 0.13% hits;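 also: loss of luciferase light is scored as toxicity; potency is read from the fitted curve at half-maximal effect; % is scaled to controls: 0 for no effect and ±100 for the full control effect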
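Luminescence readout: signal drop marks cytotoxicity. Plated cells grew 12 h at 37 °C, 5% CO2, received 23 nL compound for 24 h, then got luciferase reagent, read after 12 min at RT.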
* marks the source's active call; other numbers are inactive results; ? = inconclusive; . = not tested or not shown; [ ] = dose if it differs, or a comment. Unless noted, calls follow the shape of the dose curve; as a rule, active = well fitted curve in the direction sought with a large enough effect; inconclusive = small, poorly fitted or top-dose-only effect, or another doubt; inactive = no such curve, though single readings can be large; an effect the other way counts as inactive or inconclusive.

SMILES	GLP-1R agonist	D3 ag	IL-2 act	PI5P4K alpha inh	PLK1 PBD inh	WRN helicase inh	GLP-1R inv ag	DRD3 antagonist	GLP1R cytotox
COc1ccccc1-c1cc(SC)c(C#N)c(=O)o1	0%	-7	-0.9	8	-12%	-11%	-21%	-20	14%
Cc1ccc(OCc2cc(C(=O)N3CC4C[C@@H]5CC3C[C@H](C4)C5)no2)cc1C	-10%	-13	0.1	5	4%	-12%	-3%	0	-5%
Cc1ccc(C(=O)NNC(=O)/C=C\C(=O)O)cc1	6%	8	0.2	0	-3%	5%	5%	18	?
COc1ccc(C)cc1N(C)C(=O)c1coc(=O)c2ccccc12	5%	1	1.4	0	-4%	2%	-2%	1	5%
CC(=O)c1cccc(NC(=O)c2ccccc2OCc2ccc(F)cc2)c1	25%	-4	0.1	-8	-5%	15%	6%	16	0%
Cc1cc(N2C(=O)C3CC=CC(C)C3C2=O)no1 (stereo not given)	-8%	-5	-0.5	1	-10%	-3%	35%[activator]	11	1%
O=C1c2ccccc2-c2nc3ccccc3cc21	10%	4	-1.5	-9	-8%	-1%	6%	-5	7%
COC(=O)c1oc2ccc(Br)cc2c1-n1cccc1	?	-3	0.1	12	-4%	-3%	-15%	5	20%
Cc1cccc(OCC(=O)Nc2cc(NC(=O)COc3cccc(C)c3)cc(C(=O)O)c2)c1	-5%	0	0.0	-3	?	-16%	3%	15	4%
CN1C(=O)c2ccc(N(C)C)cc2C1=O	-13%	-3	0.0	8	-6%	-23%	0%	14	152%[activator]
COc1ccccc1NC(=S)NC(C)=O	5%	3	-0.7	-9	-5%	1%	1%	14	-3%
Cc1ccc(CN2CCC(Oc3ccc(C(=O)NCc4ccccn4)cc3)CC2)o1	-1%	-19	-1.3	-2	-7%	11%	-8%	-6	4%
CN(Cc1ccc(F)cc1)C(=O)CN1C(=O)c2ccccc2S1(=O)=O	10%	-2	0.0	-7	1%	-4%	7%	-8	0%
Cc1cc(OC(C)C(=O)NC2CC(C)(C)NC(C)(C)C2)c2c(C)c(C)c(=O)oc2c1 (stereo not given)	4%	-1	-0.3	1	-7%	1%	-18%	-1	11%
C/C(=N\NC(=O)c1ccc(-n2cnnn2)cc1)c1ccc(C)cc1	3%	2	1.7	-1	-11%	4%	-17%	?	10%
O=C(CSc1nnc(-c2ccccc2O)o1)N1CCc2ccccc2C1	0%	-1	-0.5	.	-8%	-10%	8%	-16	5%
O=C(N/N=C/c1cccnc1)c1cccs1	14%	-9	-0.3	-10	-5%	-17%	38%[activator]	?	5%
CCOC(=O)C1CCN(C(=O)c2ccccc2CCc2ccccc2)CC1	4%	-3	-0.1	1	-1%	9%	?	8	-1%
Cc1ccc(S(=O)(=O)Nc2cccc(-c3ccc(N4CCCCCC4)nn3)c2)c(C)c1	3%	-10	-3.9	-6	27µM*	-11%	?	-15	-10%
Clc1ccccc1-c1nnc2sc(-c3cccs3)nn12	17%	1	-2.3	.	?	-8%	151%[activator]	-12	12%
Cc1ccc(NC(=O)c2cccnc2C(=O)Nc2ccc(C)cc2)cc1	4%	1	-0.2	2	-22%	-6%	1%	-5	4%
Cc1ccc(-n2c(SCc3nnc4n3CCC4)nnc2-c2ccccc2)cc1	-3%	1	-1.1	-3	-2%	13%	9%	-13	-8%
CSc1nc2[nH]ncc2c(=O)[nH]1	13%	0	0.3	2	-18%	?	22%	-17	27%
CC#CC[N+](C)(C)CCCCCCCCCC	2%	15	-3.2	-1	7%	1%	?	12	-30%
Cc1ccc(P(=O)(CSC(=N)N)c2ccc(C)cc2)cc1	2%	-7	-4.9	1	-6%	-2%	-22%	-1	-16%

Whole records, quoted from the list.
Cc1ccc(C(=O)NNC(=O)/C=C\C(=O)O)cc1 as listed: GLP-1R agonist = 6%; D3 ag = 8; IL-2 act = 0.2; PI5P4K alpha inh = 0; PLK1 PBD inh = -3%; WRN helicase inh = 5%; GLP-1R inv ag = 5%; DRD3 antagonist = 18; GLP1R cytotox = ?
Cc1ccc(NC(=O)c2cccnc2C(=O)Nc2ccc(C)cc2)cc1 as listed: GLP-1R agonist = 4%; D3 ag = 1; IL-2 act = -0.2; PI5P4K alpha inh = 2; PLK1 PBD inh = -22%; WRN helicase inh = -6%; GLP-1R inv ag = 1%; DRD3 antagonist = -5; GLP1R cytotox = 4%
CSc1nc2[nH]ncc2c(=O)[nH]1 as listed: GLP-1R agonist = 13%; D3 ag = 0; IL-2 act = 0.3; PI5P4K alpha inh = 2; PLK1 PBD inh = -18%; WRN helicase inh = ?; GLP-1R inv ag = 22%; DRD3 antagonist = -17; GLP1R cytotox = 27%

(continued)
SMILES	GLP-1R agonist	D3 ag	IL-2 act	PI5P4K alpha inh	PLK1 PBD inh	WRN helicase inh	GLP-1R inv ag	DRD3 antagonist	GLP1R cytotox
Cc1occc1-c1nnc(SCC(=O)NC2CCCCC2C)o1 (stereo not given)	9%	-6	-3.8	7	-6%	7%	-6%	-14	-7%
COc1ccc(S(=O)(=O)Nc2cccnc2)c(C)c1C	-2%	15	0.0	2	-22%	-5%[57.1 µM]	-29%	43	-2%
O=C(OCc1ccccc1)/C(=C/c1ccccc1Cl)NC(=O)c1ccco1	1%	6	-0.9	11	1%	-28%	?	10	13%
CC(=O)c1c(C)[nH]c(C(=O)CN2C(=O)NC3(CCCCC3)C2=O)c1C	14%	7	5.2	-5	-5%	-2%	17%	0	0%
CC(=O)c1ccc(N2CCN(C(=O)CCNC(=O)Cn3ccc4ccccc4c3=O)CC2)cc1	18%	0	0.0	-5	-23%	5%	2%	13	-3%
CCOc1ccc(S(=O)(=O)N2CCN(C(=O)c3cc4ccccc4o3)CC2)cc1	1%	1	-0.4	3	-4%	-5%	?	0	-9%
Nc1ccc2nc(-c3ccccn3)[nH]c2c1	-18%	8	0.8	-7	-1%	-24%	15%	66	-15%
CC(C)CSc1nnc2c(n1)[nH]c1ccccc12	-2%	6	3.8	.	-4%	1%[57.1 µM]	34%[activator]	11	3%
C[n+]1ccccc1C1CCCC/C1=N\Nc1ccc([N+](=O)[O-])cc1[N+](=O)[O-] (stereo not given)	7%	-5	-0.4	0	-7%	7%	19%	-12	10%
Cc1ccc(Cl)cc1NC(=O)CN1CCOCC1	2%	-16	-2.8	2	4%	0%	-5%	5	1%
Cc1ccc(S(=O)(=O)NC(=O)c2cc(C)n(C3CC3)c2C)cc1	1%	-4	0.2	-10	0%	1%	-16%	-1	12%
Cn1ccnc1C(=O)Cc1ccc([N+](=O)[O-])cc1	7%	9	-0.4	1	-7%	5%	6%	4	1%
COc1ccc(CCNC(=O)Cn2cc(C(F)(F)F)cc(Cl)c2=O)cc1OC	-4%	-12	0.2	5	-10%	6%	0%	0	18%
Cc1ccccc1Nc1nc(N)nc(COC(=O)C(NC(=O)c2ccco2)C(C)C)n1 (stereo not given)	11%	30	1.0	.	1%	2%	-6%	19	-1%
O=S(=O)(c1ccc(Br)cc1Cl)N1CCN(CCO)CC1	8%	-11	0.4	0	-5%	7%	-30%	-8	-12%
CC1CCCC(C)N1CC(O)COCC1COc2ccccc2O1 (stereo not given)	-12%	4	-1.4	0	0%	-26%[57.1 µM]	-30%	23	5%
O=C(NC1CCCCC1NC(=O)c1ccco1)c1ccco1 (stereo not given)	-10%	1	0.1	-2	-3%	8%	10%	-6	-5%
CC1CCN(Cc2cc(=O)oc3cc4c(cc23)CCCC4)CC1	-4%	-18	0.7	5	2%	-4%	5%	-98*	3%
CC1CC=C(O)C12OCC(C)(C)CO2 (stereo not given)	-5%	-13	-4.4	-3	-16%	-13%	8%	-2	-2%
O=C(CN1CCCCC1)N1c2ccccc2Sc2ccc(C(F)(F)F)cc21	0%	3	-1.7	1	-1%	3%	?	-28	-9%
O=c1cc[nH]c2ccc(Cl)cc12	-8%	-4	1.2	-4	-16%	0%	-4%	9	-11%
COc1ccc(N2CCN(Cc3cc(=O)oc4ccc5ccccc5c34)CC2)cc1	8%	0	1.0	5	-7%	-21%	-7%	-10	-16%
COc1cccc(-c2ccnc3c(-c4ccccc4)c(C)nn23)c1	2%	1	.	.	.	.	?	.	-4%
O=C(OCc1cncs1)c1cccs1	13%	25	-0.5	-1	-11%	-7%	5%	-3	0%
NS(=O)(=O)c1ccc(CCNC(=O)c2ccco2)cc1	1%	2	0.4	-1	2%	-8%	6%	7	-21%

Looked up above:
Under WRN helicase inh, `CC(=O)c1c(C)[nH]c(C(=O)CN2C(=O)NC3(CCCCC3)C2=O)c1C` has the entry -2%
Under PLK1 PBD inh, `C[n+]1ccccc1C1CCCC/C1=N\Nc1ccc([N+](=O)[O-])cc1[N+](=O)[O-]` (stereo not given) has the entry -7%
Under PLK1 PBD inh, `O=C(NC1CCCCC1NC(=O)c1ccco1)c1ccco1` (stereo not given) has the entry -3%
Under PI5P4K alpha inh, `CC1CCCC(C)N1CC(O)COCC1COc2ccccc2O1` (stereo not given) has the entry 0
Under GLP-1R inv ag, `O=S(=O)(c1ccc(Br)cc1Cl)N1CCN(CCO)CC1` has the entry -30%

Some entries already given, reduced to GLP-1R agonist and PLK1 PBD inh:
Structure	GLP-1R agonist	PLK1 PBD inh
C[n+]1ccccc1C1CCCC/C1=N\Nc1ccc([N+](=O)[O-])cc1[N+](=O)[O-] (stereo not given)	7%	-7%
Cc1ccc(Cl)cc1NC(=O)CN1CCOCC1	2%	4%
